# BoNT A protease – BoNT A light chain protease inhibition; multiplex microsphere protease substrate cleavage, flow cytometry; inhibition, % at 10 µM; actives 0.17% (n = 360,000); further: plate controls were buffer without enzyme for full effect and enzyme alone for no effect
# FadD28 binding – blocks FadD28 binding to the bisubstrate probe. fluorescence polarization. inhibition, % at 12.5 µM. actives 0.22% (n = 360,000); in the data active means inhibition above about 8.5%, passing the limit was not always enough; inconclusive means no clear call, values can overlap the other calls
# Anthrax LF prot – inhibitors of Bacillus anthracis lethal factor protease; actives 0.12% (n = 360,000); inhibition, % at 10 µM; multiplex microsphere protease cleavage assay, LF; P15917; further: plate controls were buffer without enzyme for full effect and enzyme alone for no effect
# Target sequence (P15917 whole entry, looked up): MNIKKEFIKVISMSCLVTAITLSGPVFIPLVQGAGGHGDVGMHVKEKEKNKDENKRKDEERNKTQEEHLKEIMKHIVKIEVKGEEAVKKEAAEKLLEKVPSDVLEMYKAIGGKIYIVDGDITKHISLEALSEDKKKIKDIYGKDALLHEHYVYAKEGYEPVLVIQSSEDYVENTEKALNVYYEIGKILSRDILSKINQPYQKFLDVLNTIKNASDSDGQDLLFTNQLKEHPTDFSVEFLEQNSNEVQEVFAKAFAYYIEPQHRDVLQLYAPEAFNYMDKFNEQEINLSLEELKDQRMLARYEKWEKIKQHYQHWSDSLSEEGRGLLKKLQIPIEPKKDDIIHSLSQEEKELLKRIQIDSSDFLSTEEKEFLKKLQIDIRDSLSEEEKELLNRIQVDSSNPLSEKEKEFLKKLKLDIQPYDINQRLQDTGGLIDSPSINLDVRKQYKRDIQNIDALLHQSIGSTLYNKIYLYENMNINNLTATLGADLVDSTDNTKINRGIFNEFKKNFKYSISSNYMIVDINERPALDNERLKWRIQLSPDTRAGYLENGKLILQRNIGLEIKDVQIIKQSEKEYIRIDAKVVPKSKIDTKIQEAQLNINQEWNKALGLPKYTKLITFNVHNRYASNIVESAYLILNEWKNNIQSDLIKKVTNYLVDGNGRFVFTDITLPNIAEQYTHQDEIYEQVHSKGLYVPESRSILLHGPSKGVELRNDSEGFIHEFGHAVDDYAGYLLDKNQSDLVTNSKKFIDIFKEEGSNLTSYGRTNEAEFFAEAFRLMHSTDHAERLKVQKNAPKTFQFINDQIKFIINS
# CCHF vOTU inh – CCHFV vOTU protease inhibition | Pep-AMC fluorescence | inhibition, % at 11.5 µM | actives 0.55% (n = 370,000); in the data active means inhibition above about 30%; further: 0% = vehicle wells with enzyme and 100% = no enzyme wells
# PrPC TRFRET – cell surface PrPC inhibition, primary TR-FRET screen; P04156; TR-FRET read-out; inhibition, % at 13.8 µM; actives 0.43% (n = 370,000); AID 720596; in the data active means inhibition above about 24%; further: 0% = median of the test wells and 100% = reference compound wells
# TcdB inh – TcdB glycohydrolase inhibition | actives 0.24% (n = 350,000) | P18177 | inhibition, % at 9.99 µM | TcdB glycohydrolase enzymatic assay, plate reader; in the data active means inhibition above about 10%
# PfHsp40 yeast – compounds rescuing yeast from Plasmodium falciparum HSP40 toxicity | S. cerevisiae expressing PfHsp40, growth rescue, ATP luminescence | growth rescue, % at 12.5 µM | actives 0.68% (n = 340,000); in the data active means growth rescue above about 28%, passing the limit was not always enough; inconclusive means no clear call, values can overlap the other calls;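 further: yeast W303a lacking pdr1 and pdr3 grown in galactose medium; growth measured after three days at 30 °C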
# Yp Topo-I inh – inhibitors of Yersinia pestis topoisomerase I; Y. pestis Topo-I cleavage product accumulation, plate reader; activity, % at 10 µM; actives 0.064% (n = 360,000); in the data active means activity above about 50%, passing the limit was not always enough; inconclusive means no clear call, values can overlap the other calls; further: inactives centre near 2
# BoNT-F LC inh – blocks Botulinum neurotoxin F light chain protease; Multiplex microsphere protease cleavage assay, flow cytometry; inhibition, % at 10 µM; actives 0.22% (n = 360,000); AID 588497; in the data active means inhibition above about 35%, passing the limit was not always enough; inconclusive means no clear call, values can overlap the other calls; further: plate controls were buffer without enzyme for full effect and enzyme alone for no effect
# * hit, by the source's call; ? = inconclusive; . = no result given. Unless noted, no stated cut-off is given here; in the data, active means inhibition above about 30%; inconclusive means no clear call, values can overlap the other calls; inactive means below that.
SMILES,BoNT A protease,FadD28 binding,Anthrax LF prot,CCHF vOTU inh,PrPC TRFRET,TcdB inh,PfHsp40 yeast,Yp Topo-I inh,BoNT-F LC inh
CC(=O)/C(=N/Nc1ccccc1)Sc1nnc(CCc2ccccc2)n1-c1ccccc1,0.5,-2.4,-2,21,-1,2.2,0.1,25,-1
CC[C@H]1O[C@H](C)CC2=C1C(=O)OC(C)(C)O2,-0.8,.,2,-5,-3,0.4,.,.,-10
COc1cc(CC(=O)NCc2cccs2)cc(OC)c1OC,0.0,-0.5,-1,2,-2,.,-0.9,-2,-5
COc1cc(C(=O)NCCOc2cccc(C)c2)c(Br)c(OC)c1OC,-0.5,-5.2,-6,7,-6,.,-1.1,8,?
c1ccc2c3c([nH]c2c1)CCNC3,-2.7,-3.5,-12,0,3,0.9,-0.4,-4,-37
CC1CCCCN1C(=S)Nc1ccc2nc3n(c(=O)c2c1)CCCCC3 (stereo not given),-0.4,0.1,-1,-20,21,.,0.7,-5,-12
CC(=O)c1ccc(N2CCN(C(=S)Nc3ccc(Oc4ccccc4)cc3)CC2)cc1,-1.3,-0.4,-8,12,13,-1.4,-0.7,39,-5
COc1ccc(O)c(C(=O)CC(=O)c2ccc(F)cc2)c1,0.7,-1.4,-5,-38,-4,.,230*,-12,0
O=C(NCCN1C(=O)S/C(=C\c2ccc(Cl)cc2)C1=O)c1ccc(F)c(S(=O)(=O)N2CCOCC2)c1,1.2,-1.0,2,-19,-4,0.4,-1.5,0,-6
COC(=O)[C@H](CCSC)NC(=O)Nc1ccc(OC)cc1,-0.1,-4.0,-1,-7,-4,.,-0.5,2,-6
O=C(O)c1ccccc1NS(=O)(=O)c1ccccc1C(F)(F)F,-1.2,0.1,-2,4,9,-1.1,0.6,2,-13
O=C(O)c1ccccc1N/N=C/C1=C(N2CCOCC2)C(=C\c2ccccc2)/CC1,-0.7,2.2,-6,-10,-3,-2.1,-0.1,4,-3
Cc1nnc(NC(=O)Cc2ccc(OCc3c(C)noc3C)cc2)s1,-2.3,-0.8,0,-1,1,.,1.5,-2,-5
COc1cccc(CN2CC(C(=O)N3CCSCC3)CCC2=O)c1 (stereo not given),0.3,-2.4,4,19,5,0.3,.,4,1
Cc1cc(C)cc(N(CC(=O)NC2CCCC2)C(=O)CNC(=O)c2ccco2)c1,-2.3,-2.7,-6,6,1,0.3,-0.1,3,-5
O=C(Nc1ccc(F)c([N+](=O)[O-])c1)C(=O)c1c(O)[nH]c2ccccc12,-1.8,-3.3,-1,-2,3,0.1,0.0,-16,-14
CCCC(NC(=O)C(C)N1CCN(S(=O)(=O)c2ccccc2)CC1)c1ccccc1 (stereo not given),.,-2.2,.,-1,0,2.9,0.7,5,.
CC1(C)CC(=O)c2c(O)cc(OCC(=O)N3CCN(c4ccccc4)CC3)cc2O1,-1.0,0.8,2,-1,2,0.4,0.9,26,-4
COC(=O)c1cc(NC(=O)CC2NC3CCCCC3NC2=O)cc(C(=O)OC)c1 (stereo not given),1.2,-3.2,-9,-19,0,.,-0.1,-4,-2
Cc1onc(-c2c(Cl)cccc2Cl)c1C(=O)N1CCCCC1,-4.8,-0.9,4,5,8,-0.3,0.0,-2,-9
O=C(COc1ccc(S(=O)(=O)N2CCCCC2)cc1)NCC1CCCO1 (stereo not given),-0.1,-2.1,2,0,-2,0.7,3.2,-12,-5
CCOC(=O)N1CCN(C(=O)c2ccccc2NC(=O)c2ccc(C(C)(C)C)cc2)CC1,1.1,-0.3,0,0,2,1.8,3.0,29,-1
CC(=O)Nc1cccc(C(=O)OCC(=O)N(c2ccccc2)C2CCS(=O)(=O)C2)c1 (stereo not given),?,-2.1,?,-3,6,3.8,-0.1,3,?
CCOc1ccc(NC(=O)CSc2nc3ccccc3nc2N2CCCC2)cc1,0.9,-1.9,9,-9,2,1.8,-0.9,4,-5
COc1ccc(NS(=O)(=O)c2cccc3cccnc23)cc1OC,-12,-2.9,1,12,9,-0.4,1.7,9,?
Cc1ccc(NC(=O)c2ncn(CCCN(C)CCc3ccccn3)n2)cc1C,-0.1,-1.1,-3,-11,-4,0.6,0.0,6,-2
C=C(C)CNC(=S)/N=c1\scc(C)n1CC,0.4,-1.5,-6,7,4,.,1.7,5,-1
CC(=O)OCCN(CCCn1c(-c2ccncc2)nc2ccccc21)c1nc(-c2ccc(C)cc2)cs1,27,-1.2,41*,0,5,0.0,1.0,4,29
Cc1nc2nc(-c3ccco3)[nH]n2c(=O)c1Cc1ccccc1,0.1,1.1,1,1,-9,.,-1.3,-5,-3
CC12CCC(C(=O)N(CCCCN3CCN(Cc4ccccc4)CC3)C1=O)C2(C)C (stereo not given),-0.9,-1.5,-1,-12,-7,2.6,.,1,-11
CS(=O)(=O)N(CC(=O)NCc1ccco1)Cc1ccc(Cl)cc1,-0.3,-1.6,-2,4,1,.,0.3,18,-2
O=C(NCc1ccccn1)C1CCN(S(=O)(=O)c2ccccc2C(F)(F)F)CC1,0.4,0.9,0,-8,-1,1.0,0.2,-4,2
COC(=O)c1ccc(N2CCN(C(=O)C3CC3)CC2)c([N+](=O)[O-])c1,-0.6,-3.9,-4,-9,-18,0.9,3.9,3,15
Cc1ccc(NC(=O)c2cc([N+](=O)[O-])ccc2NCc2cccnc2)cc1Cl,?,-2.2,?,-3,-2,.,1.8,-1,?
CCOC(=O)Oc1ccc2c(=O)c(Oc3cccc(C)c3)coc2c1,0.5,1.5,-3,-24,2,0.6,1.3,6,-3
CN1C(=O)/C(=C/c2ccc(C(=O)NC3CCCC3)cc2)Oc2ccccc21,-0.7,-5.8,-4,-6,-5,1.9,0.0,4,0
NS(=O)(=O)c1ccc(CCNC(=O)C(c2ccccc2)c2ccccc2)cc1,-0.8,.,-6,18,1,-1.4,-1.0,6,-2
O=C(c1ccco1)N1CCN=C1SCc1cccc(F)c1,-0.6,-0.8,-2,1,13,-2.8,-0.3,3,-8
O=c1oc(Nc2cccc(Cl)c2)nc2ccccc12,-0.2,-3.2,-7,10,-9,3.3,0.7,3,-3
COc1ccc(C(=O)NCC(c2ccco2)N2CCOCC2)cc1OC (stereo not given),1.6,-0.2,-4,-2,-1,1.5,1.0,-13,15
c1cc(SC2CCCCC2)cc(-c2nc3cnccn3c2NC2CCCCC2)c1,-0.3,-4.6,-2,12,9,0.6,0.3,19,-2
CCCCCCC(=O)Oc1cccc(C2=CC(=O)CC(C)(C)C2=O)c1,0.6,-1.4,-3,19,-2,1.6,.,55*,0
CCc1noc(C)c1C(=O)OC(C)C(=O)Nc1cc([N+](=O)[O-])ccc1OC (stereo not given),1.7,-3.8,0,11,-7,-0.6,0.9,-16,-6
CSCCC(NS(=O)(=O)c1ccccc1F)C(=O)Nc1cccc(C)n1 (stereo not given),-5.2,-0.2,-1,8,-1,0.6,-0.1,-2,-4
C#CCOc1nc2c(c(=O)n(C)c(=O)n2C)n1Cc1ccccc1,0.2,-1.4,5,-8,7,1.3,-0.2,7,2

# In a second layout: entries from further up
Structure	BoNT A protease	FadD28 binding	Anthrax LF prot	CCHF vOTU inh	PrPC TRFRET	TcdB inh	PfHsp40 yeast	Yp Topo-I inh	BoNT-F LC inh
CCOC(=O)Oc1ccc2c(=O)c(Oc3cccc(C)c3)coc2c1	0.5	1.5	-3	-24	2	0.6	1.3	6	-3
CN1C(=O)/C(=C/c2ccc(C(=O)NC3CCCC3)cc2)Oc2ccccc21	-0.7	-5.8	-4	-6	-5	1.9	0.0	4	0
NS(=O)(=O)c1ccc(CCNC(=O)C(c2ccccc2)c2ccccc2)cc1	-0.8	.	-6	18	1	-1.4	-1.0	6	-2
O=C(c1ccco1)N1CCN=C1SCc1cccc(F)c1	-0.6	-0.8	-2	1	13	-2.8	-0.3	3	-8
O=c1oc(Nc2cccc(Cl)c2)nc2ccccc12	-0.2	-3.2	-7	10	-9	3.3	0.7	3	-3
COc1ccc(C(=O)NCC(c2ccco2)N2CCOCC2)cc1OC (stereo not given)	1.6	-0.2	-4	-2	-1	1.5	1.0	-13	15
c1cc(SC2CCCCC2)cc(-c2nc3cnccn3c2NC2CCCCC2)c1	-0.3	-4.6	-2	12	9	0.6	0.3	19	-2

# The results go on.
SMILES,BoNT A protease,FadD28 binding,Anthrax LF prot,CCHF vOTU inh,PrPC TRFRET,TcdB inh,PfHsp40 yeast,Yp Topo-I inh,BoNT-F LC inh
O=C1Cc2ccccc2C(c2ccc(Cl)cc2)N1 (stereo not given),-0.1,-0.3,2,-3,7,1.0,0.2,9,-3
Cc1nc2cc(C(=O)O)ccc2n1C1CCCCC1,0.8,0.1,-1,-20,8,0.9,-0.5,3,2
CSc1ccccc1C(=O)NCCCn1ccnc1,-0.3,-4.1,1,-2,0,-1.6,-0.8,2,-37
Cc1cc(S(=O)(=O)Nc2cccc(C(=O)O)c2)c(C)c(S(=O)(=O)c2ccc(Cl)cc2)c1,5.0,-3.2,2,-1,1,-0.2,0.8,8,0
CN1CN=C(N[N+](=O)[O-])N(Cc2ccco2)C1,0.6,-1.0,1,2,2,0.2,-1.5,-2,0
CCSC1(SCC)N=C(N)C2(C#N)C(c3ccc(OC)c(OC)c3OC)C12C#N (stereo not given),-0.3,-4.2,-5,1,-8,.,3.6,-7,3
O=C(Nc1ccccc1Oc1ccccc1)C1CCCC1,-0.2,-0.5,1,-7,2,-2.2,0.0,-5,0
Cc1ccc(-c2nnc(CN3CCCCC3C)o2)cc1 (stereo not given),0.1,-0.8,-1,-6,2,0.7,1.1,1,-1
Cc1cc(NS(=O)(=O)c2ccc(NC(=O)C(C)Oc3cccc(C)c3C)cc2)nc(C)n1 (stereo not given),-6.6,.,0,-2,5,3.0,-0.3,4,-11
Cc1cccc(N2CC(O)(c3cccs3)[N+]3=C2CCCC3)c1C (stereo not given),1.1,-3.3,4,-3,-2,1.5,-0.1,-7,2
Cc1ccc(S(=O)(=O)N2CCC3(CC2)OCCO3)s1,-0.4,-3.8,2,5,6,0.7,-1.2,0,8
COc1cccc(N/C(N)=N/c2nc(C(F)(F)F)cc(C(F)(F)F)n2)c1,0.0,-4.1,0,14,2,3.4,-1.6,-14,-3
COc1ccc(C2NCc3ccccc3-n3cccc32)cc1 (stereo not given),-1.0,-2.7,3,-1,-16,1.2,-0.3,5,-15
CCn1c(CN2CCOCC2)nnc1SCC(=O)Nc1ccccc1C,1.9,-0.2,-1,15,-3,0.0,-0.1,-4,4
COc1ccc2nc(NC(=O)CCNC(=O)c3ccco3)sc2c1,0.2,-0.7,-7,9,7,0.9,-1.3,1,0
O=C(CSc1nnnn1-c1ccccc1)Nc1ncc2c(n1)CC(c1ccccc1)CC2=O (stereo not given),0.1,-2.6,-1,-13,6,.,-0.8,3,3
COC(=O)Nc1ccc(S(=O)(=O)NCc2ccccn2)cc1,0.6,-0.7,0,-12,-2,1.5,-1.3,7,3
CCOC(=O)c1ccc(NC(=O)c2cc3ccccc3o2)cc1,-0.2,-2.1,-4,5,0,.,12,12,-4
Cc1cc(Nc2ccccc2)n(-c2cccc(Cl)c2)n1,1.4,0.7,-18,5,-2,.,0.0,12,-4
COc1ccc(CNC(=O)CSc2nnc(C)c(=O)[nH]2)cc1,0.6,-3.4,0,20,-4,-0.3,-0.8,0,-4
CCOC(=O)c1c(C)n(-c2ccc(C)cc2)c2c(C(C(C)=O)C(=O)O)c(Br)c(O)c(O)c12 (stereo not given),0.1,-1.9,-2,15,0,.,0.3,4,-10
NCCc1nnc(SCc2c(F)cccc2Cl)o1,-1.2,-6.2,-4,-12,4,0.2,-1.0,4,-9
O=C1OC(c2cc(Br)c(O)c(Br)c2)c2ccccc21 (stereo not given),0.5,-10,-5,-1,-6,5.2,4.2,-2,2
Cc1cc(C)cc(-n2nnc(C(=O)NCc3ccccc3Cl)c2N)c1,-0.8,-0.6,-3,1,10,.,-1.2,-3,-9
O=C(CSc1nnnn1C1CCCCC1)Nc1ccccc1N1CCOCC1,1.1,-0.8,0,-6,-2,0.6,0.1,19,-4
COc1ccccc1/C=C/C(=O)c1ccc(NC(C)=O)cc1,-0.2,-5.3,-6,-17,-1,0.8,-0.2,-6,2
CC(C)OCC1CO1 (stereo not given),1.0,-0.9,0,7,-4,-0.1,-0.8,-7,1

# Screening data (PubChem BioAssay)
